From PubChem
OX1R antag-1 – OX1R (human) antagonism; inhibition, % at 6.6 µM; OX1R-expressing cells, FRET antagonist read-out; O43613; AID 485270; 330,000 tested, 1.8% active; in the data active means inhibition mostly above about 38%, no sharp cut-off; inactive means mostly below about 40%;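 further: 0% = agonist challenge alone and 100% = reference antagonist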
Target sequence (O43613 whole entry, looked up): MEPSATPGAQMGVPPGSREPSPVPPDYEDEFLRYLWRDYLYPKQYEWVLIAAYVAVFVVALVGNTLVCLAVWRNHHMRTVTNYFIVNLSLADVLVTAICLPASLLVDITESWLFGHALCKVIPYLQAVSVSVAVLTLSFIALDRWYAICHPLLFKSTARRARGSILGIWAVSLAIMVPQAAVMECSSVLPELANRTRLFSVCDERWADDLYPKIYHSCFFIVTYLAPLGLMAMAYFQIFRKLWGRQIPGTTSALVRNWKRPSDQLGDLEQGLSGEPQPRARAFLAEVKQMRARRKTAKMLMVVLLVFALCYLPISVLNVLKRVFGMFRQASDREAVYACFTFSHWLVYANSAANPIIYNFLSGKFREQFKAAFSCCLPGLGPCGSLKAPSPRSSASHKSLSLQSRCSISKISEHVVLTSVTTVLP
OX1R antag-2 – human HCRTR1 antagonism | 330,000 tested, 0.43% active | CHO/OX1R cells, Fluo-8 calcium fluorescence, orexin A | O43613 | inhibition, % at 5 µM | AID 434989;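 active means inhibition above its plate's threshold, mean inhibition of all tested compounds on the plate plus 3 SD, cut at about 37% in these data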;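 further: 0% = orexin A challenge wells and 100% = SB-334867-A antagonist wells; not every result past the cut was called active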
* marks the source's active call; other numbers are inactive results.

A first look:
SMILES | OX1R antag-1 | OX1R antag-2
COc1ccc(N2CCN(S(=O)(=O)CCNC(=O)COc3ccccc3C)CC2)cc1 | 7.0 | -30.2
N#C/C(=C\c1ccccc1OCC(=O)O)c1nc2ccccc2[nH]1 | 6.0 | -12.8
CC1CCN(C(C(=O)NC2CCCCC2)c2cc3c(cc2[N+](=O)[O-])OCO3)CC1 (stereo unspecified) | 22.8 | -18.4
Cc1ccc(Oc2ccc(Oc3ccc(C)cc3)nn2)cc1 | 11.7 | -10.1
CCN(CC)S(=O)(=O)c1cc([N+](=O)[O-])ccc1N=Nc1c(O)[nH]c2ccccc12 | 15.8 | -8.3
COc1ccc(CSc2nc(N3CCOCC3)c3c(c2C#N)CC(C)(C)OC3)cc1 | 30.5 | -26.6
CC(C)(C)c1ccc(OCC(O)CN2CCOCC2)cc1 (stereo unspecified) | 19.6 | -19.8
COc1ccccc1NC(=O)Nc1cc(NC(=O)Nc2ccccc2OC)c(C)nc1C | 11.2 | 13.4
O=C(Nc1cccc2ccccc12)NC1CCCc2ccccc21 (stereo unspecified) | 27.2 | -11.1
COCCNC(=O)CSc1nnc(NC(=O)C2CC(=O)N(c3ccccc3OC)C2)s1 (stereo unspecified) | 25.2 | -12.7
O=C(/C=C/c1ccccc1)NC(=S)Nc1ccc2c3c(cccc13)CC2 | 16.4 | -1.2
CSc1sc(-c2ccnc(=S)[nH]2)c(-c2ccccc2)c1C#N | -0.8 | -14.1
CSc1nnc(-c2ccccc2Cl)n1N | 8.5 | -10.9
CC1(C)C(c2ccc(Cl)cc2)=[N+]([O-])C2(CCCC/C2=N\O)N1O (stereo unspecified) | 24.3 | -10.0
Cc1nc2ccccc2c(=O)n1/N=C/c1cccnc1 | 8.8 | 8.9
CC(=O)c1ccc(NC(=O)C2CCCN2S(=O)(=O)c2cccs2)cc1 (stereo unspecified) | 12.0 | -11.0
COc1cc(C(=O)Nc2cc(C)nn2-c2ccccc2)cc(OC)c1OC | 5.3 | -19.5
O=C(CSc1ncnc2c1cnn2-c1ccc(Cl)cc1)NCc1ccc2c(c1)OCO2 | -1.6 | -9.8
CN(C)C(=O)c1ccc(Oc2ccc(C(=O)N(C)C)cc2)cc1 | 11.3 | -4.3
CCCn1c(CN2CCCCC2CC)nc2c1c(=O)n(C)c(=O)n2C (stereo unspecified) | 6.0 | -6.0
NS(=O)(=O)c1cc(C(=O)O)c(NCc2ccco2)cc1Cl | 4.6 | -6.3
CCc1cc(C(=O)N2CCCC(C(=O)c3cccc(OC(C)C)c3)C2)n(C)n1 (stereo unspecified) | 50.5 | -21.2
O=c1cc2c(n[nH]1)CCCC2 | 9.8 | -0.6
Cc1nc(-c2ccccn2)nc(SCC(=O)c2ccc(F)cc2)c1Cl | 14.9 | -27.7

The list itself, repeating the preview:
SMILES | OX1R antag-1 | OX1R antag-2
COc1ccc(N2CCN(S(=O)(=O)CCNC(=O)COc3ccccc3C)CC2)cc1 | 7.0 | -30.2
N#C/C(=C\c1ccccc1OCC(=O)O)c1nc2ccccc2[nH]1 | 6.0 | -12.8
CC1CCN(C(C(=O)NC2CCCCC2)c2cc3c(cc2[N+](=O)[O-])OCO3)CC1 (stereo unspecified) | 22.8 | -18.4
Cc1ccc(Oc2ccc(Oc3ccc(C)cc3)nn2)cc1 | 11.7 | -10.1
CCN(CC)S(=O)(=O)c1cc([N+](=O)[O-])ccc1N=Nc1c(O)[nH]c2ccccc12 | 15.8 | -8.3
COc1ccc(CSc2nc(N3CCOCC3)c3c(c2C#N)CC(C)(C)OC3)cc1 | 30.5 | -26.6
CC(C)(C)c1ccc(OCC(O)CN2CCOCC2)cc1 (stereo unspecified) | 19.6 | -19.8
COc1ccccc1NC(=O)Nc1cc(NC(=O)Nc2ccccc2OC)c(C)nc1C | 11.2 | 13.4
O=C(Nc1cccc2ccccc12)NC1CCCc2ccccc21 (stereo unspecified) | 27.2 | -11.1
COCCNC(=O)CSc1nnc(NC(=O)C2CC(=O)N(c3ccccc3OC)C2)s1 (stereo unspecified) | 25.2 | -12.7
O=C(/C=C/c1ccccc1)NC(=S)Nc1ccc2c3c(cccc13)CC2 | 16.4 | -1.2
CSc1sc(-c2ccnc(=S)[nH]2)c(-c2ccccc2)c1C#N | -0.8 | -14.1
CSc1nnc(-c2ccccc2Cl)n1N | 8.5 | -10.9
CC1(C)C(c2ccc(Cl)cc2)=[N+]([O-])C2(CCCC/C2=N\O)N1O (stereo unspecified) | 24.3 | -10.0
Cc1nc2ccccc2c(=O)n1/N=C/c1cccnc1 | 8.8 | 8.9
CC(=O)c1ccc(NC(=O)C2CCCN2S(=O)(=O)c2cccs2)cc1 (stereo unspecified) | 12.0 | -11.0
COc1cc(C(=O)Nc2cc(C)nn2-c2ccccc2)cc(OC)c1OC | 5.3 | -19.5
O=C(CSc1ncnc2c1cnn2-c1ccc(Cl)cc1)NCc1ccc2c(c1)OCO2 | -1.6 | -9.8
CN(C)C(=O)c1ccc(Oc2ccc(C(=O)N(C)C)cc2)cc1 | 11.3 | -4.3
CCCn1c(CN2CCCCC2CC)nc2c1c(=O)n(C)c(=O)n2C (stereo unspecified) | 6.0 | -6.0
NS(=O)(=O)c1cc(C(=O)O)c(NCc2ccco2)cc1Cl | 4.6 | -6.3
CCc1cc(C(=O)N2CCCC(C(=O)c3cccc(OC(C)C)c3)C2)n(C)n1 (stereo unspecified) | 50.5 | -21.2
O=c1cc2c(n[nH]1)CCCC2 | 9.8 | -0.6
Cc1nc(-c2ccccn2)nc(SCC(=O)c2ccc(F)cc2)c1Cl | 14.9 | -27.7
CCOC(=O)[C@H]1[C@H]2COc3ccc(Br)cc3[C@@H]2N2C(=O)c3cc(Br)ccc3NC(=O)[C@@]12C | 37.9 | -2.6
CS(=O)(=O)Oc1ccc(/C=C2\C(=N)N3N=C(CC(=O)N4CCOCC4)SC3=NC2=O)cc1Cl | 9.6 | -8.8
COc1ccc(CNC(=O)C2CCCN(S(=O)(=O)c3cccc4nsnc34)C2)cc1 (stereo unspecified) | 21.2 | -11.2
COC(=O)c1ccc(CNC(=O)N2CCN(S(=O)(=O)c3ccc(C)cc3)CC2)cc1 | 20.2 | -20.9
Cc1cc(S(=O)(=O)NC(C)C)ccc1OCC(=O)N1CCOCC1 | 14.3 | -5.5
COC(=O)c1nn(-c2ccccc2)c2nnc(Cc3ccc(C)cc3)c(=O)n12 | 12.8 | -11.9
Cc1nc(NC(=O)c2ccccc2)sc1C | 0.6 | -11.2
Cc1ccc(OCCC(=O)Nc2ccccc2C(=O)N2CCCCC2)cc1 | 23.9 | -19.1
COc1ccccc1C(=O)NCC(=O)N/N=C/c1cn[nH]c1-c1ccccc1 | 18.0 | -21.9
Cn1ncc2c(NNC(=O)c3ccc(Cl)c(Cl)c3)ncnc21 | 8.8 | -6.6
COc1cc(OC)c(NS(=O)(=O)c2cc(Br)cnc2N)cc1Cl | 23.3 | -15.6
CCOc1ccc(S(=O)(=O)NCCC(=O)NCC(c2ccco2)N2CCCCC2)cc1 (stereo unspecified) | 6.5 | -48.3
COc1cc2c(cc1OC)C(C(=O)NCc1ccco1)C1c3ccccc3CCN1C2=O (stereo unspecified) | 18.7 | -29.1
CC1(C)CC(=O)C2=C(C1)Oc1ncn(Cc3ccco3)c(=N)c1C2c1ccccc1 (stereo unspecified) | 12.7 | -23.7
CCOC(=O)C1=C(Nc2ccccc2)CC(C)(O)C(C(=O)OCC)C1c1ccc(Cl)cc1 (stereo unspecified) | 18.7 | -24.1
O=C(NCCCn1ccnc1)c1ccc(F)cc1 | 10.2 | 9.6
O=C(NC1=NCCS1)c1ccc2c(c1)C(=O)N(Cc1ccco1)C2=O | 28.6 | -4.1
Cc1ccc(NC(=O)CS(=O)CC(=O)Nc2ccccc2-c2ccc(C)o2)cc1 (stereo unspecified) | 59.7 | -17.6
CC(O)CCC(=O)NNC1=CC(=O)CC(C)(C)C1 (stereo unspecified) | -0.5 | 10.3
O=C(NCc1ccc2c(c1)OCO2)c1ccc(C2SCC(=O)N2Cc2ccco2)cc1 (stereo unspecified) | 20.6 | -10.7
C/C(CC(=O)Nc1ccc2c(c1)OCCO2)=N\NC(=O)COc1ccccc1C | 15.9 | -11.0
Cc1cc(C)c(NC(=O)CNC(=O)COC(=O)/C=C/c2cccs2)c(C)c1 | 10.3 | -13.5
O=C(c1ccc(Br)cc1)N1CCN(c2ncccn2)CC1 | 0.8 | -16.0
CC(C)CN1CCC(=O)N([C@H](CO)c2ccccc2)CC1 | 15.3 | 1.7
Cc1ccccc1OCC(=O)Nc1ccc(N2CCN(C(=O)c3ccco3)CC2)cc1 | 11.0 | 1.9
COC(=O)CCN1CCC(c2cc(-c3cccc(C(F)(F)F)c3)n[nH]2)CC1 | 9.9 | -23.8
CCCCCCCCn1c(=O)c(C(=O)OC)c(N)c2ccccc21 | 26.2 | 25.2
CCOc1ccc2oc(C(=O)Nc3ccc4c(c3)OCO4)c(C)c2c1 | 12.4 | -34.7
CCC(=O)NC(=S)Nc1ccc(S(=O)(=O)NC(C)C)cc1 | 1.0 | 10.2
NS(=O)(=O)c1ccc(N2CCOCC2)c(C(=O)NCCCSc2ccccc2)c1 | 8.3 | -8.5
Nc1c(Br)c(=O)[nH]c(=O)n1-c1ccc(F)cc1 | 8.3 | -7.4
CC1=C(C(=O)OC(C)(C)C)C(c2ccc3ccccc3c2)NC(=O)N1C (stereo unspecified) | -3.0 | -49.0
O=C(CNC(=O)c1ccc(Cl)cc1Cl)OCc1nc2ccccc2s1 | -1.1 | -13.5
CCN(CC)C1CCN(C(=O)c2ccc(OC3CCN(Cc4ccccn4)CC3)cc2)C1 (stereo unspecified) | 7.0 | -12.0
CS(=O)(=O)N(CC(=O)N1CCN(Cc2ccc3c(c2)OCO3)CC1)C1CCCCC1 | 28.4 | -12.1
OCc1ccccc1CN1CCCCCC1 | -0.1 | -4.4

The list goes on.
SMILES | OX1R antag-1 | OX1R antag-2
O=c1c(-c2ccc(Br)cc2)coc2c(CN3CCOCC3)c(O)ccc12 | 17.1 | -7.6
CC/C=C(/NC(C)=O)c1ccccc1 | -5.7 | 6.8
COc1ccc(-n2nnnc2-c2cn(C)nc2C(F)(F)F)cc1 | 28.9 | -7.8
CCC(=O)N1CCc2cc(Br)cc(S(=O)(=O)NCc3ccco3)c21 | 25.5 | -24.1
COc1cc(OC)cc(-c2nc3ccccc3c(=O)o2)c1 | 9.4 | 1.1
CC(C)C(OC(=O)CN1C(=O)c2ccccc2C1=O)C(=O)NC1CCCC1 (stereo unspecified) | 6.4 | 4.7
Cc1cc(C(=O)C[N+]2(C)CCOCC2)c(C)n1-c1ccc(Br)cc1 | 18.1 | 6.9
CCOc1ccc(NC(=O)CCCc2cc(-c3ccc(OCC)cc3)on2)cc1 | 13.0 | -7.4
O=C(COC(=O)CCC1CCCC1)NCc1ccc(Cl)cc1 | 0.1 | -3.1
COc1ccccc1-c1cc(C(=O)NC(C)C)no1 | 3.7 | -1.8
CN(C)S(=O)(=O)c1ccc(C(=O)Nc2cccnc2)cc1 | 0.4 | -12.8
OCC[C@H]1C[C@H](O)[C@@H](O)[C@@]2(CCc3ccccc3CO2)O1 | 15.4 | -6.2
O=S1(=O)C=C(SCc2cccc(Cl)c2)Nc2ccccc21 | 14.1 | -0.1
COc1ccc(/C=C2\SC(=O)N(CC(=O)N(C)C3CCS(=O)(=O)C3)C2=O)cc1 (stereo unspecified) | 27.2 | 3.1
N#Cc1cccc(NC(=O)CCC2CCCC2)c1 | 39.0 | -16.1
O=C(/C=C\Nc1ccc(Cl)cn1)c1ccc(Br)cc1 | 22.1 | 0.8
CCOC(=O)N1CCN(Cc2c(F)cccc2F)CC1 | 3.5 | -2.8
Cc1ccc(C(=O)Nc2cccnc2)cc1NC(=O)c1ccco1 | 19.8 | -4.5
O=C1C2C3c4ccccc4C(c4ccccc43)C2C(=O)N1CN1CCOCC1 (stereo unspecified) | 26.4 | 8.2
O=C(COS(=O)c1ccccc1)Nc1cc(Cl)ccc1N1CCOCC1 (stereo unspecified) | 15.0 | -25.2
Cc1nn(C)cc1CN(C)C(=O)c1nn2c(c1Cl)NC(c1cccs1)CC2C(F)(F)F (stereo unspecified) | 17.6 | -28.2
Cc1ccc(S(=O)(=O)N2CCN(c3cccc(C)c3)CC2)cc1 | 0.3 | -17.0
O=C(c1cccc(Cl)c1)N1CCCC(C(=O)N2CCN(c3ccccc3)CC2)C1 (stereo unspecified) | 10.3 | -21.1
CCCn1c(N)c(N(CCOC)C(=O)c2ccc([N+](=O)[O-])cc2Cl)c(=O)[nH]c1=O | 12.3 | -19.0
Cc1ccc(/C=C/C(=O)Nc2ncc(C)s2)o1 | 16.7 | -7.7
COC(=O)c1c(NC(=O)CC2NCCNC2=O)sc2c1CCCC2 (stereo unspecified) | 6.0 | -4.1
CCC(CC)c1nnc(NC(=O)C2CSC3(C)CCC(=O)N23)s1 (stereo unspecified) | 13.6 | -21.0
COc1ccccc1NS(=O)(=O)c1ccc2oc(SCc3ccc(F)cc3)nc2c1 | 22.9 | 2.1
Cc1noc(C)c1CSCC(=O)Oc1ccc(N(C)S(=O)(=O)c2ccccc2)cc1 | 16.7 | -27.0
Cc1nn(C)c(C(=O)N/N=C/c2cc3c(cc2Br)OCO3)c1Br | 24.4 | -19.9
CC(C)CCn1c(=O)c2ccccc2n2c(CN3CCOCC3)nnc12 | 24.5 | -13.7
Cc1nc2sc3c(c2c(=O)o1)CCC3 | 9.4 | -14.3
CCOC(=O)C1(Cc2ccccc2)C(=O)N(CCCN(C)C)c2ccccc21 (stereo unspecified) | 15.7 | -18.7
O=C(N/C(=C/c1ccc(F)cc1)C(=O)N1CCCCC1)c1ccco1 | 10.7 | -14.1
COc1ccc(F)cc1S(=O)(=O)N1CCCC(C)C1 (stereo unspecified) | 32.4 | -15.1
COC(=O)c1ccc(Oc2cc(C)nc(-n3nc(C)cc3C)n2)cc1 | -1.5 | -13.9
COc1ccc(Nc2nc3ccccc3n2C)cc1 | 16.3 | -7.4
Nc1nc(NC2CCCCC2)nc(NCCO)c1[N+](=O)[O-] | 7.0 | -26.2
